Screening data: PubChem BioAssay, several laboratories
Wnt act: Wnt/beta-catenin pathway activation; Wnt/beta-catenin reporter cell assay, activator, plate reader; activation, % at 9.35 µM; 300,000 compounds, 1.2% hits; in the data active means activation above about 30%, passing the limit was not always enough; inconclusive means no clear call, values can overlap the other calls;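 further: 0% = neutral control wells and 100% = positive control wells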
CAL PDZ FP-1: CAL PDZ (human) peptide binding inhibition; 300,000 compounds, 0.92% hits; purified CAL PDZ, TMR-peptide fluorescence polarization, 1 h; inhibition, % at 24.9 µM; Q9HD26; AID 602252;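 active means mean inhibition of at least 30% with at least half of replicates also reaching 30%; inconclusive means no clear call, values can overlap the other calls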;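 further: 0% = DMSO neutral control and 100% = excess unlabeled competitor peptide PRC23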
Tat transport: E. coli Tat transport inhibition; E. coli MC4100 TorA-mCherry Tat export, fluorescence; inhibition, % at 10 µM; 340,000 compounds, 0.036% hits;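 active means mean replicate inhibition at least 50% and at least half of replicates individually reaching 50%; inconclusive means only one of the two criteria met; inactive means neither criterion met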;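 further: exported cargo escapes ClpAP degradation while cytoplasmic cargo is degraded and loses fluorescence; 0% = median of neutral control wells and 100% = median of NaSCN control wells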
Rtt109 HAT inh: blocks Candida albicans Rtt109/Vps75 acetyltransferase activity | Q5AAJ8 | purified Rtt109/Vps75, ThioGlo CoA-SH fluorescence, 4 h | inhibition, % at 34.9 µM | 330,000 compounds, 0.16% hits;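 active means inhibition of at least 50% in every replicate; inconclusive means best replicate reaches 50% inhibition but some replicates fall short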
Target sequence (Q5AAJ8 whole entry, looked up): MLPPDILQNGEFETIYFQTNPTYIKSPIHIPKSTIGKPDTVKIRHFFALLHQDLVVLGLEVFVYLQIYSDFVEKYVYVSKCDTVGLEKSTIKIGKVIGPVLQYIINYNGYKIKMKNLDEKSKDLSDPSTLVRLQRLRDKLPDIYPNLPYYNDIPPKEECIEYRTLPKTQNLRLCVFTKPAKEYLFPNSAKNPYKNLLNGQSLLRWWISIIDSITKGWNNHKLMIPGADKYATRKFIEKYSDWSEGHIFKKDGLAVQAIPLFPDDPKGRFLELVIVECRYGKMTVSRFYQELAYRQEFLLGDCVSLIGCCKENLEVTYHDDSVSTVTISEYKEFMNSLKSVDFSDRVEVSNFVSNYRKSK
V-ATPase pH: alters yeast V-ATPase proton transport | S. cerevisiae, pHLuorin cytosolic pH fluorescence | response, % at 10 µM | 350,000 compounds, 0.37% hits; in the data active means response mostly above about 7.3%, no sharp cut-off; inactive means mostly below about 5.4%; further: actives read high; inactives centre near 0; some compounds called inactive have numbers as strong as hits
CDK5 p35 inh: CDK5/p35 (human) kinase inhibition. Q00535+Q15078. Recombinant CDK5/p35, ADP-Glo luminescence, 60 min. inhibition, % at 10 µM. 330,000 compounds, 0.01% hits;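 active means highest replicate inhibition of at least 50% and at least 75% of replicates reaching 50%; inconclusive means only one of the two criteria met; inactive means both criteria failed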;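 further: plate controls were DMSO neutral control for no effect and GW8510 at 10 µM for full effect; many of its hits are not listed in these tables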
Target sequence (Q00535 whole entry, looked up): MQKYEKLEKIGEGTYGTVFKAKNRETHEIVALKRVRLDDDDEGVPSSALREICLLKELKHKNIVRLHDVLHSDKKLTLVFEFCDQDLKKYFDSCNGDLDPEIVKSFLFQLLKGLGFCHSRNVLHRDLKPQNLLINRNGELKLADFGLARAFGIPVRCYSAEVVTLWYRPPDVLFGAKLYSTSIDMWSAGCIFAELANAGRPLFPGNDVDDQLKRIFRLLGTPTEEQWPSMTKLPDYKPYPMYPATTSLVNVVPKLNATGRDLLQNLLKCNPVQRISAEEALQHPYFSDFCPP
Target sequence (Q15078 whole entry, looked up): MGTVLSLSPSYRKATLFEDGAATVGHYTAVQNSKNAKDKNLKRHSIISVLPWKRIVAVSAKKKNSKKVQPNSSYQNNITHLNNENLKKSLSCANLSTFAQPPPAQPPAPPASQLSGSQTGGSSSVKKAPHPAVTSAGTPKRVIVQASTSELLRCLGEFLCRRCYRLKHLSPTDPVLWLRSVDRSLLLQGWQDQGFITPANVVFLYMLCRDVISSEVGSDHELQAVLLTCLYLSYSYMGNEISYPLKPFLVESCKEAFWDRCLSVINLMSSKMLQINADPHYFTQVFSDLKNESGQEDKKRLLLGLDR
dFosB activator: activators of mouse delta FosB homodimer. P13346. purified delta FosB, TAMRA-CDK5 oligo fluorescence polarization; percent of positive-control signal above neutral wells. activation, % at 25 µM. 340,000 compounds, 0.99% hits;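 active means mean activation above about 17%, with every replicate also reaching it, limit read from the data, passing the limit was not always enough; inconclusive means only one of the two conditions met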;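 further: fluorescence polarization rise as delta FosB binds a TAMRA Cdk5 AP-1 oligo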
CAL PDZ FP-2: blocks peptide binding to human CAL PDZ domain | 330,000 compounds, 0.02% hits | inhibition, % at 20 µM | AID 504414 | purified CAL PDZ, TMR-peptide fluorescence polarization, 1 h | Q9HD26;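 active means highest replicate inhibition of at least 40%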;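 further: plate controls were DMSO neutral control wells for no effect and unlabeled competitor peptide control wells for full effect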
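Read-out basis: mP drop reported as inhibition | Assay system: Tagged CAL PDZ protein CerCALP, purified | Benchmarks: Unlabelled peptide for full inhibition, DMSO wells as neutral | Schedule: 1 h incubation at room temperature before polarization reading | Buffer or medium: Sodium phosphate/NaCl buffer pH 7.4 with TCEP, IgG, Thesit | Doses: Single point, 20 µM | Measured by: Fluorescence polarization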
MITF act: increases MITF-driven TRPM1 promoter luciferase signal. SK-MEL-5 TRPM1-promoter luciferase, 24 h; % of positive control, neutral wells = 0. activation, % at 12.5 µM. 300,000 compounds, 0.75% hits. AID 588334;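 active means mean activation of at least 80% with every replicate also reaching 80%; inconclusive means mean reaches 80% but some replicate falls short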;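 further: 0% = neutral control wells and 100% = parthenolide positive control wells; values of inactives mirror those of a sister screen read the other way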
RTF Ca sens act: increases calcium sensitivity of human cardiac regulated thin filaments | P19429+P45379 | 340,000 compounds, 0.24% hits | IANBD-labeled TnC RTF fluorescence at EC20 calcium; 0% EC20 calcium, 100% full calcium | activation, % at 7.2 µM | AID 493008;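 active means activation above the mean over all tested compounds plus 3 SD, cut at about 30% in these data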;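 further: rise in fluorescence read as greater calcium sensitivity of cardiac thin filaments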
The depositor's hits bear a star; u = inconclusive; x = no result given.

Wnt act | CAL PDZ FP-1 | Tat transport | Rtt109 HAT inh | V-ATPase pH | CDK5 p35 inh | dFosB activator | CAL PDZ FP-2 | MITF act | RTF Ca sens act | compound
6 | -3 | -2 | 9 | -4 | 1.4 | -2 | -0.7 | 10 | 3 | O=C1CN(C(=O)c2ccccc2)C(c2ccccc2)c2cc(Cl)ccc2N1 (stereo unspecified)
1 | 1 | 2 | 3 | -1 | 3.2 | 1 | -1.3 | -6 | -6 | O=C(Cc1ccccc1)NC1CCSc2ccccc21 (stereo unspecified)
x | -2 | -6 | -3 | 0 | 3.7 | -3 | -1.7 | 4 | -1 | Cc1ccc2[nH]c3c(=S)nc[nH]c3c2c1
-2 | -1 | -1 | 4 | -3 | 0.7 | -4 | -1.9 | -1 | 5 | Cc1ccccc1CN1C(=O)c2ccccc2S(=O)c2ccc(C(=O)NCCCN3CCOCC3)cc21 (stereo unspecified)
-1 | -2 | -5 | 12 | -2 | -1.7 | 1 | -0.8 | 2 | 6 | CS(=O)(=O)CCC(C(=O)O)N1C(=O)c2ccc(Oc3ccc(Cl)cc3)cc2C1=O (stereo unspecified)
-2 | -3 | -9 | 16 | 1 | 0.8 | -3 | -3.0 | 5 | -2 | O=C(CN1C(=O)C2CCCCC2C1=O)OCn1nnc2ccccc2c1=O (stereo unspecified)
-1 | -2 | -5 | 4 | -1 | 1.4 | -1 | -0.1 | -15 | -1 | CCOc1ccc(C(=O)N(CN2CCCC2=O)c2cccc(Cl)c2)cc1
0 | -1 | -2 | -2 | -2 | -1.3 | 2 | -0.3 | 1 | 1 | O=c1[nH]c(SCCN2CCOCC2)nc(O)c1-c1ccccc1
1 | -1 | 0 | -8 | 3 | 0.0 | -4 | -0.4 | 9 | -3 | COC(C[C@@H](O)[C@H](C)[C@@H](O)COCc1ccccc1)OC
-5 | 7 | 2 | 4 | -2 | 1.4 | 5 | 0.8 | -13 | 3 | C#CCNC(=O)C1=C[C@H](c2ccc(C#C)cc2)C[C@H](OCc2ccc(CO)cc2)O1
-1 | 10 | 3 | 1 | 1 | -1.7 | -3 | -3.2 | 4 | 2 | CC(C)(C(N)=O)c1ccccc1
-1 | -4 | 11 | -3 | 2 | 1.5 | 5 | 0.4 | -1 | -5 | CN(C)N1C(N)=C(C#N)C(c2ccsc2)C2=C1CCCC2=O (stereo unspecified)
-2 | -3 | -3 | -17 | -5 | 2.7 | -9 | -2.0 | -10 | -1 | CCN1C(=O)[C@@H]2[C@@H](c3ccc(-c4cc(C(C)=O)cs4)cc3)N3CCC[C@@]3(C(=O)OC)[C@@H]2C1=O
x | -4 | -2 | -8 | -3 | -3.3 | -9 | -0.2 | 7 | -4 | COc1ccc(CN2c3c(Br)cccc3C(=O)CS2(=O)=O)cc1
4 | -6 | 2 | 7 | 4 | 0.0 | -8 | -4.0 | -34 | 0 | O=C(Nc1cc(Cl)ccc1N1CCOCC1)c1cc2ccccc2o1
x | -12 | 3 | 8 | -2 | -1.1 | -8 | -1.5 | 13 | 5 | Cc1cn2c(nc1=O)OC1C(O)C(COC(=O)c3ccccc3)OC12 (stereo unspecified)
-3 | -4 | 6 | -5 | -1 | 0.9 | 2 | -1.5 | -6 | 2 | O=C(NCCC1=CCCCC1)C(=O)NCCc1ccc(Cl)cc1
-1 | -1 | 3 | 5 | 2 | -0.1 | -6 | -1.7 | 3 | 4 | CCOc1ccc(CN2CCNC(=O)C2CC(=O)NCc2ccccn2)cc1 (stereo unspecified)
-2 | -6 | 4 | 5 | -3 | -0.1 | -3 | -1.1 | -18 | 3 | CC1CCCN(C(=O)C2(NC(=O)Nc3cccc(F)c3)CCCCC2)C1 (stereo unspecified)
-1 | -4 | 1 | -10 | 0 | -1.9 | -15 | -1.2 | -19 | 0 | O=C1CCC(/C=C/c2ccccc2)=NN1
-2 | -4 | 33 | 20 | 2 | -1.2 | -4 | 0.6 | x | 28 | CC1=NN(c2ccc(Br)cc2)C(=O)/C1=C/c1ccc(-c2ccccc2C(=O)O)o1
u | x | -4 | -5 | 3 | 0.2 | -6 | -2.0 | 114* | -8 | CCOC(=O)c1sc(-c2ccc(Br)cc2)cc1N
-4 | 0 | 3 | 11 | 0 | 1.2 | -8 | -2.3 | 4 | -5 | COC(=O)c1ccc(/C=N/NC(=O)C(=O)N2CCCCCC2)cc1
3 | 3 | -5 | -2 | 2 | 0.7 | -3 | -11 | -17 | 2 | CC(Sc1nnc(Nc2ccccc2)s1)C(=O)Nc1nc(-c2ccccc2)cs1 (stereo unspecified)
0 | 0 | -3 | 10 | 1 | -1.6 | 0 | -2.2 | 1 | 1 | COCc1cc(CNC(=O)C2CCC(=O)N(Cc3cccc(OC)c3)C2)[nH]n1 (stereo unspecified)

Next structures.
Wnt act | CAL PDZ FP-1 | Tat transport | Rtt109 HAT inh | V-ATPase pH | CDK5 p35 inh | dFosB activator | CAL PDZ FP-2 | MITF act | RTF Ca sens act | compound
1 | -11 | 7 | 2 | -3 | 1.0 | 1 | -4.4 | x | 4 | Cn1c(=O)n(CCc2ccccc2)c2ccccc21
3 | -2 | 3 | 4 | 2 | -0.5 | 1 | 31 | 11 | 1 | CCOc1ccc(S(=O)(=O)N2CCCCC2)c(C)c1C
0 | -3 | 7 | 4 | -3 | 1.3 | -3 | 0.6 | x | 3 | CC(C)c1ccc(CN2CCN(S(=O)(=O)c3ccc(Cl)s3)CC2)cc1
27 | -3 | 3 | -4 | -5 | 1.7 | 0 | -1.3 | x | -3 | CCOC(=O)c1sc(NC(=O)C(C)(C)C)cc1C
-2 | -8 | 8 | 8 | 10 | 1.1 | -5 | -0.6 | 17 | -6 | COc1ccc(CC(=O)NNC(=O)c2cc(Cl)ccc2OC)cc1
-3 | 0 | -12 | 2 | 0 | -0.1 | 2 | 1.2 | 1 | -4 | COc1ccccc1C(=O)Nc1c2c(nn1-c1cccc(C)c1C)CS(=O)(=O)C2
-1 | 1 | 0 | -1 | 5 | 2.4 | -5 | -0.1 | 4 | 1 | COc1cccc(C(=O)Nc2ccc(NC(=O)C(C)(C)C)cn2)c1
x | -2 | -4 | -3 | 0 | -1.2 | -3 | 0.0 | -5 | -1 | CSCC[C@H](NC(=O)Nc1ccc(C)cc1C)C(=O)O
x | 9 | 5 | -7 | -2 | -0.2 | -11 | 0.0 | -1 | -1 | CCCC(C(=O)NC1CCCC1)N(Cc1cccs1)C(=O)c1snc(C(N)=O)c1N (stereo unspecified)
2 | -4 | -2 | 6 | 1 | 1.6 | -2 | -0.8 | x | 8 | CCCn1c(=O)c(C(=O)N/N=C/c2ccc(F)cc2)c(O)c2ccccc21
x | -3 | -3 | -8 | 0 | -1.7 | 5 | -1.2 | 15 | 0 | CCOCCn1c(COc2ccccc2)nc2ccccc21
1 | -2 | 3 | -10 | -1 | 0.0 | -5 | -1.9 | -4 | 3 | Cc1cccc(CN2CCC(Oc3ccc(C(=O)N4CCCC4)cc3)CC2)n1
-5 | 0 | 4 | 5 | 1 | 2.0 | 20* | -1.8 | x | 5 | O=C(/C=C/c1ccccc1Cl)Nc1ccc2c(c1)C(=O)NC2=O
52* | -7 | -29 | -2 | 0 | 0.1 | -4 | -2.7 | -2 | -2 | C(=C\c1ccco1)/c1nc2ccccc2[nH]1
2 | 2 | 5 | 6 | 2 | x | -8 | -2.3 | 12 | -3 | Cc1ccc(N(C)S(=O)(=O)c2c[nH]c3ccc([N+](=O)[O-])cc23)cc1
-2 | 0 | 4 | 1 | 2 | -1.0 | 0 | -0.9 | 2 | 2 | Cc1ccc(CN2CCN(C/C=C/c3ccc(F)cc3)CC2CCO)o1 (stereo unspecified)
-1 | -2 | -2 | 0 | -3 | -0.6 | 2 | -2.8 | -4 | -2 | CN(C(=S)NC(=O)c1ccccc1)c1c(N)n(Cc2ccccc2)c(=O)[nH]c1=O
x | -2 | 3 | 6 | 4 | -0.5 | -3 | -1.1 | -8 | 5 | COc1ccc(CCNC(=O)CSc2nc(N)c3c(C)c(C)oc3n2)cc1OC
x | 0 | -9 | 1 | 1 | 0.3 | -10 | -4.9 | 11 | 16 | Nc1nc(SCC(=O)Nc2ccccc2)nc2nc3c(cc12)CCCC3
1 | -3 | 2 | 1 | 0 | -0.5 | -8 | -0.6 | -2 | -5 | COc1ccc(OC)c(/C(O)=C/C(=O)C(=O)Nc2ccccc2OC)c1
x | 0 | 1 | 3 | 2 | -0.8 | -3 | -0.2 | -4 | 1 | CCCCCCOc1ccc(N2C(=O)CC(N3CCN(C(=O)c4ccco4)CC3)C2=O)cc1 (stereo unspecified)
0 | -5 | -4 | 8 | -3 | 0.2 | -2 | -2.2 | -12 | -6 | NC(=O)c1ccccc1NC(=O)C1CCCO1 (stereo unspecified)
u | -1 | -8 | -1 | -1 | 0.5 | -13 | -2.3 | 37 | -1 | c1ccc2oc(SCc3cn4ccccc4n3)nc2c1
-3 | 6 | -6 | 7 | 0 | 2.2 | -11 | -0.9 | 4 | 4 | CCCCNC(=O)NC(C(=O)OC)C12CC3CC(CC(C3)C1)C2 (stereo unspecified)
0 | -3 | -5 | -3 | -51 | 1.9 | 4 | -0.2 | -1 | -9 | CCN(CC)S(=O)(=O)c1ccc(S(=O)(=O)NCC2CCCO2)cc1 (stereo unspecified)

Continuation:
Wnt act | CAL PDZ FP-1 | Tat transport | Rtt109 HAT inh | V-ATPase pH | CDK5 p35 inh | dFosB activator | CAL PDZ FP-2 | MITF act | RTF Ca sens act | compound
0 | -1 | -7 | 11 | 6 | -0.9 | -6 | 0.4 | -2 | 7 | CC(C)[C@H](NC(=O)N1CCn2c1nc1ccccc12)C(=O)N[C@H](C(=O)O)c1ccccc1
0 | 2 | 0 | 6 | -3 | -0.2 | -1 | -0.5 | -9 | -3 | CC1Cc2ccccc2N1C(=O)CN(C)CC(=O)Nc1ccc(F)cc1 (stereo unspecified)
-5 | 34* | 4 | 3 | 3 | -1.4 | -8 | x | -5 | 3 | CC1Cc2ccccc2N1S(=O)(=O)c1cccc(C(=O)Nc2cccnc2)c1 (stereo unspecified)
5 | -2 | -5 | -5 | 4 | -0.4 | -17 | -1.0 | -4 | 2 | O=C(O)CCc1ccc(S(=O)(=O)Nc2cc(C(F)(F)F)ccc2N2CCCC2)cc1
-2 | 1 | 17 | 4 | -4 | -0.5 | -6 | -4.4 | 10 | 8 | Cc1ccc(-c2nc3ccccc3s2)cc1NC(=O)c1cc(-n2cnnc2)ccc1Cl
-10 | 0 | 3 | -2 | -2 | -0.1 | 7 | -0.8 | -5 | 1 | Cn1c(CSCc2ccc(Cl)c(Cl)c2)nnc1SCC(=O)Nc1nccs1
1 | -1 | -5 | -4 | -2 | 0.1 | -4 | -3.6 | 5 | -3 | CC(C)(C)NC(=O)C1CCN(C(=O)c2ccco2)CC1
-1 | 4 | -7 | 17 | -4 | x | -2 | -2.5 | 4 | 2 | O=C(CCN1C(=O)C2C3C=CC(C3)C2C1=O)NC1CCCCC1 (stereo unspecified)
